Peg3 imprint: genomic imprint erasure induction | actives 0.02% (n = 110,000) | mouse ES Peg3-LacZ reporter, beta-gal luminescence, 40 h | Potency, µM (doses to about 60.7 µM), without a hit: at the top dose activity change, positive = activation, usual class: activators | AID 1948;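 note: 0% = negative control wells on the plate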
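Gelatin-coated wells received 300 freshly trypsinized female ES cells with a Peg3LacZ-Neo reporter on the maternal allele, then incubated 40 hours at 37C. BetaGlo was added for 5 minutes at room temperature before a single luminescence read.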
p53ts 32C kill: p53ts cell cytotoxicity, permissive temperature | H1299-p53A138V at 32C, ATP luminescence viability, 24 h | Potency, µM (doses to about 46.1 µM), for the others: at the top dose activity change, negative = cytotoxicity, most hits filed as cytotoxic | actives 0.93% (n = 130,000);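 note: 0% = DMSO and -100% = full killing by reference compound; nearly all actives have a fitted effect of over 55% in size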
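ATP-content luminescence (ATPlite) read-out after 24 h compound exposure at 32C in H1299-p53A138V cells (600/well). Tested up to 46 uM. Normalized to DMSO (0%) and 100 uM tamoxifen (100% killing); Hill-fit AC50.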
IkB signaling: IkB pathway inhibition in ABC-DLBCL cells; actives 0.04% (n = 110,000); Potency, µM (series often up to 57.1 µM), for inactives: top-dose IkBa stabilization activation; ABC-DLBCL IkBa-CBG/CBR dual luciferase ratio, 4 h; response scale: scaled: untreated 0%, proteasome inhibitor 100%; active = well fitted curve in the direction sought with a large enough effect in the signal ratio, not every such curve was filed as active; inconclusive = small, poorly fitted or top-dose-only effect, or a change in a side signal; the % refers to the signal ratio;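 note: the direction sought is a rising ratio; 0% = basal untreated cells and 100% = reference inhibitor full response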
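In this assay, an IκBα–CBG68 fusion accumulates when IKK-driven degradation is blocked; native CBR normalizes for cell number. OCI-Ly3 cells were treated 4 h with compound and doxycycline, then green and red light read after Chroma-Glo addition.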
p53ts 39C kill: kills p53ts cells at the nonpermissive temperature; H1299-p53A138V viability at 39C, ATP luminescence, 24 h; Potency, µM (titrated, usually from 46.1 µM), without a hit: top-dose activity change, negative = cell killing, hits mostly cytotoxic; actives 1.5% (n = 130,000); AID 902; note: nearly all actives have a fitted effect of over 55% in size
The depositor's hits bear a star; ? = inconclusive; nt = no result given; & = joins results of further samples; [ ] = another dose, or the depositor's remark. Unless noted, calls come from the whole dose curve; as a rule, active = well fitted curve in the direction sought with a large enough effect; inconclusive = small, poorly fitted or top-dose-only effect, or another doubt; inactive = no such curve, though single readings can be large; an effect the other way counts as inactive or inconclusive. Unless noted, % is set by controls: 0 for no effect and ±100 for the full control effect; potency is the fitted concentration of half-maximal effect.

Start of the listing, in advance, 10 compounds:
Each structure is followed by: p53ts 32C kill	p53ts 39C kill	Peg3 imprint	IkB signaling
1) COCCCn1c(Cc2ccccc2)nnc1SCC(=O)N1CCCCC1
  -3%	4%	-4%	-0.6%
2) CC1(C)Oc2ccc(C(=O)N3CCOCC3)cc2N(CC(=O)Nc2ccccc2)C1=O
  10%	-1%	4%	-1.0%
3) COCCNC(=O)CSc1nnc(-c2ccc(OC)c(OC)c2)c(-c2ccc(OC)c(OC)c2)n1
  15%	-6%	-17%[10.9 µM]	-2.0%
4) CCc1nn2c(=O)cc(COC(=O)c3ccc(NC(=O)CCc4ccccc4)cc3)nc2s1
  -5%	5%	-5%[10.9 µM]	1.3%
5) Cc1ccc(-c2cc(C(F)(F)F)c(C#N)c(SCC(=O)Nc3ccccc3F)n2)cc1
  -1%	6%	-13%[10.9 µM]	?
6) O=C(NCCN1CCc2ccccc2C1)C1CCN(S(=O)(=O)N2CCC3(CC2)OCCO3)CC1
  -7%	-7%	-14%	-0.7%
7) COc1cccc(NC(=O)c2ncn[nH]2)c1
  1%	11%	-7%	1.5%
8) CC(C)n1c(=N)c(C(=O)NCc2ccccc2)cc2c(=O)n3ccccc3nc21
  2%	21%	-11%[10.9 µM]	-0.4%
9) Cc1ccc(NC(=O)c2ocnc2C)cc1Cl
  -26%	-1%	-67%[inhibitor]	1.8%
10) COc1ccccc1NC(=O)CSc1nc2ncccc2[nH]1
  -1%	5%	-10%	4.3%

The list itself, previewed entries included:
Each structure is followed by: p53ts 32C kill	p53ts 39C kill	Peg3 imprint	IkB signaling
1) COCCCn1c(Cc2ccccc2)nnc1SCC(=O)N1CCCCC1
  -3%	4%	-4%	-0.6%
2) CC1(C)Oc2ccc(C(=O)N3CCOCC3)cc2N(CC(=O)Nc2ccccc2)C1=O
  10%	-1%	4%	-1.0%
3) COCCNC(=O)CSc1nnc(-c2ccc(OC)c(OC)c2)c(-c2ccc(OC)c(OC)c2)n1
  15%	-6%	-17%[10.9 µM]	-2.0%
4) CCc1nn2c(=O)cc(COC(=O)c3ccc(NC(=O)CCc4ccccc4)cc3)nc2s1
  -5%	5%	-5%[10.9 µM]	1.3%
5) Cc1ccc(-c2cc(C(F)(F)F)c(C#N)c(SCC(=O)Nc3ccccc3F)n2)cc1
  -1%	6%	-13%[10.9 µM]	?
6) O=C(NCCN1CCc2ccccc2C1)C1CCN(S(=O)(=O)N2CCC3(CC2)OCCO3)CC1
  -7%	-7%	-14%	-0.7%
7) COc1cccc(NC(=O)c2ncn[nH]2)c1
  1%	11%	-7%	1.5%
8) CC(C)n1c(=N)c(C(=O)NCc2ccccc2)cc2c(=O)n3ccccc3nc21
  2%	21%	-11%[10.9 µM]	-0.4%
9) Cc1ccc(NC(=O)c2ocnc2C)cc1Cl
  -26%	-1%	-67%[inhibitor]	1.8%
10) COc1ccccc1NC(=O)CSc1nc2ncccc2[nH]1
  -1%	5%	-10%	4.3%
11) Cc1csc(NC(=O)CSc2nc3sc(C)c(C)c3c(=O)[nH]2)n1
  3%	2%	-5%	0.0%
12) O=C(c1ccc(CS(=O)(=O)c2ccc(Br)cc2)o1)N1CCOCC1
  16%	0%	-14%	-1.6%
13) CCOC(=O)c1cnn2c(C(F)(F)F)cc(-c3ccc(Br)cc3)nc12
  16%	-28%	23%[10.9 µM]	0.8%
14) Clc1cccc(Cl)c1C(Nc1nncs1)Nc1nncs1
  0%[9.22 µM]	4%[9.22 µM]	-7%[10.9 µM]	0.2%[11.4 µM]
15) CCOc1ccccc1NC(=O)Cn1nnc(C(=O)NCc2ccco2)c1N
  0%	14%	-28%	4.8%
16) Cn1cnnc1SCC(=O)c1cc2ccccc2oc1=O
  1%	20%	0%	?
17) CCOc1ccccc1CNC(=O)Cn1nc(N2CCN(c3ccccc3)CC2)ccc1=O
  5%	-9%	-7%[10.9 µM]	1.4%
18) COc1cc(C(c2nnnn2C2CCCC2)N2CCc3ccccc3C2)ccc1O (stereo not drawn)
  13%	-1%	-13%	8.0%
19) O=C(Nc1cccc(-c2nnn(CC(=O)N3CCc4ccccc4C3)n2)c1)C1CCC1
  1%	-2%	-8%	?
20) CCOC(=O)c1c(NC(=O)c2ccc(S(=O)(=O)N(CC)CC)cc2)sc2c1CCCCC2
  1%	-3%	6%[10.9 µM]	2.1%
21) O=C(OC(C(=O)NC1CCCC1)c1ccc(F)cc1)c1ccno1 (stereo not drawn)
  -3%	3%	?	0.6%
22) COc1ccc(CCNC(=O)C(=O)NCC(c2ccco2)S(=O)(=O)c2ccc(C)cc2)cc1 (stereo not drawn)
  1%	-9%	-17%[10.9 µM]	0.2%
23) CCOC(=O)c1ccc2[nH]c3c(c2c1)CCCCC3=O
  -7%	-8%	nt	-6.0%
24) CCCCN(CC)CCNC(=O)C1CCCN(S(=O)(=O)c2cccc3nsnc23)C1 (stereo not drawn)
  3%	35%[activator]	-8%[10.9 µM]	0.0%
25) CCn1c(SCC(=O)c2cc(C)n(-c3ccc(C(=O)OC)cc3)c2C)nnc1-c1cccnc1
  2%	-6%	-12%	?
26) CCOc1ccc(Br)cc1S(=O)(=O)N1CC(C)OC(C)C1 (stereo not drawn)
  8%	2%	-5%	2.5%
27) COC(=O)CCCNS(=O)(=O)c1ccc2ccccc2c1
  12%	15%	nt	nt
28) COC(=O)c1ccccc1NC(=O)Cn1cnc2c1c(=O)n(C)c(=O)n2C
  0%	8%	4%	0.3%
29) CNS(=O)(=O)c1cc(-c2nnc(Nc3cc(C)ccc3C)c3ccccc23)ccc1C
  27%	4%	-8%[10.9 µM]	65%
30) O=C(O)C1=CCCN(CCON=C(c2ccccc2)c2ccccc2)C1
  0%&24%	-1%&27%	-2%&-6%	0.3%&5.4%
31) COc1ccc(-c2cc(C(F)(F)F)nc(SCC(=O)NCC(C)C)n2)cc1OC
  1%	-25%	-9%[10.9 µM]	1.3%
32) C=CCOc1ccc(/C(O)=C2/C(=O)C(=O)N(CCN3CCOCC3)C2c2ccc(C)cc2)cc1 (stereo not drawn)
  -15%	7%	-21%	0.8%
33) Cc1ccc(S(=O)(=O)NCC2CCC(C(=O)NCc3ccc(F)cc3)CC2)cc1 (stereo not drawn)
  -1%	12%	-8%[10.9 µM]	?
34) CC(=O)c1ccc(NC(=O)Cn2c(=O)n(Cc3ccco3)c(=O)c3sc4ccccc4c32)cc1
  -3%	0%	-1%[10.9 µM]	?
35) CCN(CC)S(=O)(=O)c1cccc(-c2nnc(SCC#N)n2Cc2ccccc2)c1
  4%	-3%	-17%	0.6%
36) Cc1cccc(-c2nn3c(=O)cc(CN4CCN(C(=O)/C=C/c5ccccc5)CC4)nc3s2)c1
  -1%	-6%	-5%[10.9 µM]	1.0%
37) CN(C)c1ncc(C(=O)NCc2ccccc2Cl)cn1
  7%	-7%	-7%[10.9 µM]	0.5%
38) Cc1nc(N2CCN(Cc3ccccc3)CC2)[nH]c(=O)c1C
  5%	-4%	1%	-0.9%
39) Cn1nc(C(=O)N2CCN(S(=O)(=O)c3ccccc3)CC2)c2ccccc2c1=O
  -3%	-6%	-12%	0.3%
40) COc1ccc(NC(=O)c2ccco2)cc1NC(=O)COc1ccc(Cl)c(C)c1
  ?	10µM*	-6%[10.9 µM]	-0.6%
41) O=C(NCc1cccc(Cl)c1)c1ccc2c(Cl)c3c(nc2c1)CCCC3
  8%	-9%	-7%[10.9 µM]	?
42) COc1ccc(NC(=O)c2cc(OC)c(OC)c(OC)c2)cn1
  4%	-2%	-9%	4.3%
43) COc1ccc(C(=O)N(CN2CCCC2=O)c2ccccc2OC)cc1OC
  5%	0%	-5%	-0.9%
44) CCC1(C)CC(c2csc(N)n2)CCO1 (stereo not drawn)
  6%	2%	-1%	0.9%
45) COc1ccc(-c2cc(C(=O)N3CC4(C)CC3CC(C)(C)C4)no2)cc1OC (stereo not drawn)
  21%	-13%	-18%	?
46) O=c1c(O)cccc2cc(O)c(O)c(O)c12
  ?	?	-12%	nt
47) CCNC(=O)NCCc1c[nH]c2ccc(Cl)cc12
  -6%	-5%	-16%	3.6%
48) CCCCNC(=O)CSc1nc2nc(C)c(Cc3c(F)cccc3Cl)c(C)n2n1
  7%	-9%	3%[10.9 µM]	?
49) CCc1ccc(C(=O)NCc2cccs2)s1
  -12%	-14%	nt	nt
50) Cc1ccc(Nc2nc3ccc(C)cc3nc2-n2nc(C)cc2C)c(C)c1
  4%	-19%	7%[10.9 µM]	-3.1%
51) CCc1nnc(NC(=O)CSc2nnc(-c3ccoc3C)n2-c2ccc(C)cc2)s1
  7%	9%	-18%	1.1%
52) CCOc1ccc(CCNC(=O)C2CCN(S(=O)(=O)N3CCOCC3)CC2)cc1OCC
  7%	-7%	-2%	-0.5%
53) Cn1c(SCc2nc3ccccc3s2)nnc1-c1cccs1
  10%	3%	-15%	?
54) Cc1ccc(-c2noc(-c3ccccc3NC(=O)c3ccccc3)n2)cc1
  -1%	1%	7%[10.9 µM]	0.4%
55) CCC(C)NC(=O)CN1C(=O)CC(C)(C)S(=O)(=O)c2ccccc21 (stereo not drawn)
  2%	3%	4%	-0.6%
56) CCC(C)NC(=O)C1CCN(S(=O)(=O)c2ccc3c(ccn3CC)c2)CC1 (stereo not drawn)
  0%	-14%	-5%[10.9 µM]	1.0%
57) CCn1nnc2cc(C(=O)Nc3cc(C)ccc3C)ccc21
  -2%	-7%	-10%[10.9 µM]	?
58) COc1ccccc1-n1c(SCC(=O)Nc2ccccc2F)nc2[nH]ncc2c1=O
  12%	8%	-10%	2.4%
59) Cc1ccc(CNc2ccc(-c3nc(C(C)C)no3)cc2[N+](=O)[O-])cc1
  7%	-29%	13%[10.9 µM]	-1.3%
60) Cc1ccc(N2CCN(C(=O)c3nn(C)c4c3CS(=O)(=O)c3ccccc3-4)CC2C)cc1 (stereo not drawn)
  0%	-18%	?	?

Along the list, from the results shown.
Entries 49–55 in p53ts 32C kill read -12%, 4%, 7%, 7%, 10%, -1%, 2%
Entries 49–55 in IkB signaling read nt, -3.1%, 1.1%, -0.5%, ?, 0.4%, -0.6%

Later entries.
Each structure is followed by: p53ts 32C kill	p53ts 39C kill	Peg3 imprint	IkB signaling
61) CN1C(C)(C)CC(NC(=O)CCC(=O)NC2CC(C)(C)N(C)C(C)(C)C2)CC1(C)C
  3%	1%	-2%	-0.8%
62) CCn1cc(C(=O)OCC(=O)Nc2ccc(C)c(Cl)c2)c(=O)c2ccc(C)nc21
  0%	14%	-5%[10.9 µM]	-1.5%
63) O=C(c1ccncc1)N1CCC2(CCN(Cc3ccncc3)CC2)CC1
  -2%	-8%	nt	1.1%[11.4 µM]
64) CCN(CC)CCOC(=O)C(c1ccccc1)C1CCCCC1 (stereo not drawn)
  -14%	1%	-20%	nt
65) CC(C)(C)OC(=O)N1CCC(c2c(C(=O)NCc3ccc4c(c3)OCO4)cnn2-c2ccccc2Cl)CC1
  12%	23%	8%[10.9 µM]	?
66) COC(=O)c1ccccc1NC(=O)CNC(=O)c1ccco1
  -17%	1%	-16%	9.5%
67) CC1CCc2nn(CC(=O)NCc3ccco3)cc2C1 (stereo not drawn)
  -5%	-6%	-5%	4.2%
68) Cc1cccc(NC(=O)c2ccc(S(=O)(=O)N(C)C)cc2)c1
  -29%	-12%	-9%	2.5%
69) Cc1onc(-c2ccccc2Cl)c1C(=O)Nc1cccc(-c2cn3cccnc3n2)c1
  -3%	-7%	-8%	?
70) COC(=O)c1ccc(NC(=O)CCS(=O)(=O)c2ccc(Br)s2)cc1
  15%	2%	-6%[10.9 µM]	?
71) COC(=O)CSc1nc2ccc(NC(C)=O)cc2s1
  -3%	-9%	-7%	?
72) Cc1cc(NC(=O)C23CCC(C)(c4nc5cc(Cl)c(Cl)cc5nc42)C3(C)C)no1 (stereo not drawn)
  8%	0%	-7%	1.1%
73) CCC(=O)Nc1ccc(N2CCN(C(=O)c3ccccc3C)CC2)cc1
  7%	3%	-11%	22%
74) COc1ccc(-n2c(=O)c3sc4ccccc4c3n(Cc3ccccc3C)c2=O)cc1OC
  0%	-3%	-14%[10.9 µM]	-0.8%
75) CC(C)Oc1ccc(CNC(=O)CCn2c(=O)c3cccn3c3ccc(F)cc32)cc1
  -8%	-22%	5%[10.9 µM]	?
76) COC(=O)c1ccc(CSc2nnc(SCc3ccc(C(=O)OC)o3)s2)o1
  0%	7%	-20%	2.9%
77) CC(=O)Nc1nonc1NC(=O)CSc1ncn[nH]1
  -10%	6%	-3%	-0.9%
78) Cc1ccc(NC(=O)[C@H]2O[C@@H]3OC(C)(C)O[C@@H]3[C@H]3OC(C)(C)O[C@H]32)cc1F
  2%	9%	?	0.5%
